From PubChem BioAssay
S1P4 ag – agonists of human S1P4 receptor | O95977 | activation, % at 4.98 µM | AID 1509 | S1P4-expressing cell line, agonist reporter assay | 220,000 tested, 0.35% active; in the data active = activation above about 11%;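 note: 0% = DMSO vehicle and 100% = reference agonist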
BaF3 parental – counter-screen for JAK2V617F inhibitors: parental Ba/F3 viability inhibitors; 220,000 tested, 1.1% active; CellTiter-Glo ATP luminescence; AID 1486; inhibition, % at 5.6 µM;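 active = inhibition above a per-campaign cutoff, the mean inhibition of all tested compounds plus 3 SD, cut at about 27% in these data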;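 note: 0% = DMSO wells and 100% = JAK Inhibitor I control wells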
S1P4 antag – antagonists of human S1P4 receptor; S1P4-expressing cells, antagonist mode, reporter read-out; inhibition, % at 4.98 µM; 220,000 tested, 0.26% active; O95977; in the data active = inhibition above about 29%;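 note: 0% = wells stimulated with agonist and 100% = vehicle wells without agonist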
Ba/F3 V617F tox – lowers viability of Ba/F3 cells expressing EpoR and JAK2V617F; ATP luminescence; inhibition, % at 5.6 µM; 220,000 tested, 1.1% active;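 active = inhibition above the campaign mean plus 3 SD over all tested compounds, cut at about 24% in these data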;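 note: cytokine-independent growth of Ba/F3 cells driven by EpoR plus mutant JAK2; 0% = DMSO-treated cells and 100% = JAK inhibitor I control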
PERK inh – blocks human PERK kinase | Q9NZJ5 | CHO PERK-DD fusion, SEAP luminescence translation reporter | inhibition, % at 5.6 µM | 220,000 tested, 0.17% active;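 active = inhibition above the mean inhibition of all tested compounds plus 3 SD, set separately per screening campaign, cut at about 2.9% in these data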;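 note: PERK kinase domain activated by AP20187 dimerizer at 100 nM; 0% = DMSO with dimerizer and 100% = rapamycin at 8.4 µM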
Target sequence (Q9NZJ5 whole entry, looked up, the tested form may be a part): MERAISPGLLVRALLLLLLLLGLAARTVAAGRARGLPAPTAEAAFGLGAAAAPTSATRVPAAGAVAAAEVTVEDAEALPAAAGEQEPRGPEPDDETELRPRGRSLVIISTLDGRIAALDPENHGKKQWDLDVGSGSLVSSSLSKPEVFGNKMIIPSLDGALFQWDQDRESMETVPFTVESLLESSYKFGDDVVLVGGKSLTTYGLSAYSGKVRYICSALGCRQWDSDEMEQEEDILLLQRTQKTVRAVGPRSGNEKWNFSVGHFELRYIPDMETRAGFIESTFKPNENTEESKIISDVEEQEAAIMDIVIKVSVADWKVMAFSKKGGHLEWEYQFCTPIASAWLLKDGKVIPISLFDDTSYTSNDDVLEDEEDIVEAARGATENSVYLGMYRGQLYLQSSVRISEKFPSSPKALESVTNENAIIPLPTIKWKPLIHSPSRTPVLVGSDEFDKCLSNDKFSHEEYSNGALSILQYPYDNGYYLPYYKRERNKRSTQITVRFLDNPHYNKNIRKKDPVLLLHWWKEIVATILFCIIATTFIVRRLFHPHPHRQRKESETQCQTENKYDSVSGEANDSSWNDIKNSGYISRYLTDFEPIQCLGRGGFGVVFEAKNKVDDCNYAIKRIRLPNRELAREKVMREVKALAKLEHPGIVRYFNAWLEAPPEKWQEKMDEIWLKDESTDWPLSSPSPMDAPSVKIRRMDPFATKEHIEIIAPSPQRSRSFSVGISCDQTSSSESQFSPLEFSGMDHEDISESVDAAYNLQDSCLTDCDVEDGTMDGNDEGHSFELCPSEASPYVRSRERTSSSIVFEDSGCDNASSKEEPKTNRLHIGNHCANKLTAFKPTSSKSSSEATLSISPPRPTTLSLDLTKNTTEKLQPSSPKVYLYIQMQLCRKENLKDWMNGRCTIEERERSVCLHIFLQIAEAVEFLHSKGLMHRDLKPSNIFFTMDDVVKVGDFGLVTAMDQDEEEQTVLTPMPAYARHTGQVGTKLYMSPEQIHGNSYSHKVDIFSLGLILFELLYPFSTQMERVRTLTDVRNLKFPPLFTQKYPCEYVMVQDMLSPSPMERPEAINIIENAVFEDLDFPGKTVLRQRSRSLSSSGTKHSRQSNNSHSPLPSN
TRPML3 agonist – activates the human TRPML3 channel | 220,000 tested, 0.29% active | HEK293 TRPML3-YFP, Fluo-8 calcium fluorescence; 100% = the carbachol control signal | activation, % at 3 µM | Q8TDD5;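 active = activation above its plate's cutoff, the mean activation of the plate's test wells plus 3 SD, cut at about 12% in these data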;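 note: 0% = DMSO only wells and 100% = carbachol wells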
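Material: TRPML3-YFP stable HEK293 cells | Dosing: One concentration, 3 µM nominal, 0.3% DMSO | Timing: 125 s total fluorescence read per well | Technique: Fluo-8 calcium dye fluorescence, ex 470-495, em 515-575 nm | Measure: Percent activation from peak-to-basal fluorescence ratio, scaled between DMSO and carbachol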
EP2 modulator – modulates human prostaglandin E2 receptor EP2 signaling. induction, % at 25 µM. EP2-expressing cells, cAMP HTRF FRET, PGE2 co-stimulation. P43116. 260,000 tested, 0.83% active. AID 940;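 active = compounds whose cAMP rise, as percent of the full-agonist control response, exceeds 60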;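 note: rat C6 glioma line stably carrying human EP2 under a CMV promoter; the protocol text gives 20 µM as final concentration; 100% = response of wells given 1 µM PGE2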
Calpain2 inh – calpain II (pig) inhibition | purified calpain II, fluorogenic peptide substrate, 30 min | inhibition, % at 16 µM | 220,000 tested, 0.37% active | AID 1236;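 active = inhibition above about 50%, limit read from the data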
zfTRPN1 agonist – zebrafish TRPN1 (NompC) channel agonism; HEK293 zebrafish TRPN1-YFP, Fluo-8 calcium fluorescence; 100% = response to 87 µM carbachol; activation, % at 3 µM; AID 1424; 220,000 tested, 0.18% active;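 active = activation above its plate's cutoff, the mean activation of test wells on that plate plus 3 SD, cut at about 19% in these data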;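 note: 0% = DMSO alone and 100% = 87 µM carbachol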
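Control set: carbachol 87 µM as high control, DMSO as low control; system: HEK293 stable line with zebrafish TRPN1-YFP; read-out: % activation versus carbachol response; detection: intracellular calcium fluorescence with Fluo-8; doses: single test compound dose, 3 µM nominal, 0.3% DMSO; schedule: dye 1 h 37 °C plus 30 min RT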
* hit, by the source's call; i = inactive.

SMILES	S1P4 ag	BaF3 parental	S1P4 antag	Ba/F3 V617F tox	PERK inh	TRPML3 agonist	EP2 modulator	Calpain2 inh	zfTRPN1 agonist
O=C1CCCC(O)=C1C(C#Cc1ccccc1)C1=C(O)CCCC1=O	0.7	5	-9	-2	0.7	0.7	-39	-13	-0.7
Cn1cc(S(=O)(=O)CC(=O)Nc2ccc(Br)cc2)c2ccccc21	1.7	10	8	6	-0.4	-0.5	5	-4	-0.1
COc1ccc(-n2nc(C(=O)O)nc2-c2ccccc2)cc1	-0.8	3	14	-2	1.4	0.8	12	18	-0.1
CCc1c(C)c2c(C)nn(-c3ccccc3)c2[nH]c1=O	-0.7	7	0	3	-0.7	-0.3	12	-55	0.2
Cc1cc(NC(=O)COn2nnc3ccc(Cl)cc32)no1	1.0	11	-1	-2	0.7	-0.4	28	3	2.4
Cn1c(SCC(=O)N2CCCc3ccccc32)nnc1-c1ccco1	-1.2	2	2	4	-0.4	0.6	40	-13	0.7
O=S(=O)(c1ccc(Cl)c(NC(=S)Nc2cccc(O)c2)c1)N1CCOCC1	6.1	3	-1	0	0.4	0.4	-23	-5	0.4
O=C(NCc1cccnc1)c1c(F)c(F)c(F)c(F)c1F	-0.7	1	5	-4	-0.5	0.3	17	-22	-1.1
Cc1cc(C)n(-c2nc3ccccc3nc2N2CCCCCC2)n1	2.2	-2	-1	1	-1.2	-1.7	38	5	-0.1
COc1ccccc1N1CCN(CCCCCCOc2ccc(F)cc2)CC1	1.8	5	0	2	-1.1	0.8	28	13	0.6
N#Cc1c(-n2cccc2)cccc1-n1cccc1	-0.8	1	10	-2	1.3	-0.8	36	3	-1.3
O=Cc1ccc(N2CCCC2)c([N+](=O)[O-])c1	0.3	4	-3	0	0.1	0.1	-2	27	-0.2
CCC(=O)NNC(=O)CCC(=O)Nc1ccc(C)cc1C	0.4	2	-18	0	1.8	0.4	21	-26	0.8
CCCOc1ccc(C2CC(=O)NC2=O)cc1 (centres undefined)	0.1	8	-1	0	0.6	0.3	39	-29	0.0
CC(=O)NCc1ccc(S(=O)(=O)NC2CCN(Cc3ccccc3)CC2)cc1	-0.1	-3	3	-2	1.0	1.2	0	-6	-0.4
C[C@@H](C(=O)Nc1cccc(S(=O)(=O)N2CCOCC2)c1)N1C(=O)C2CC=CCC2C1=O (some centres undefined)	-1.0	3	-13	-2	0.9	0.7	25	-40	0.3
O=C(NNC(=O)c1ccccc1Br)c1cccc(Cl)c1	-1.4	5	-17	-6	1.6	0.2	-19	-4	0.2
CCOC(=O)c1ccc(Cn2c(-c3ccccc3)nnc2-c2ccccc2)o1	-2.9	2	-13	4	-0.9	-1.2	36	42	-0.1
Cc1ccc(NNc2c(C)nc3ccccc3nc2=O)cc1	2.6	1	-12	-3	-0.6	0.7	14	-20	-1.0
CCOC(=O)c1sc2nc[nH]c(=O)c2c1C	2.2	0	-8	-5	0.3	0.7	-5	-68	-0.8
Cc1nn(-c2ccccc2)c2sc(C(=O)N3CCOCC3)cc12	-0.6	6	-3	3	0.1	0.5	-22	-3	0.9
CN(CC(=O)NC1CCCC1)S(=O)(=O)c1cnc[nH]1	1.0	0	9	0	0.3	0.6	16	-12	-0.3
CC(=O)c1ccc(OCCCC(=O)n2nnc3ccccc32)cc1	1.4	3	-1	2	0.2	0.8	8	7	1.1
CCN(CC)S(=O)(=O)c1ccc(C(=O)Nc2ccc3c(c2)OCCO3)cc1	-1.5	5	-11	4	0.2	1.7	-5	-7	4.8
CSc1ccc(S(=O)(=O)Nc2ccc3c4c(cccc24)CC3)cc1	0.8	2	-3	-4	0.8	0.5	-55	3	1.0
CCCS(=O)(=O)c1nc(C)cc(C)c1S(C)(=O)=O	0.6	5	-4	2	0.9	1.4	-6	-1	1.0
C/C(=N\NC(=O)c1ccncc1)C12CC3CC(CC(C3)C1)C2	2.1	1	-14	-3	1.9	0.0	-17	-6	-0.1
COc1ccc(N=c2oc3ccccc3cc2C(=O)Nc2ccccn2)cc1OC	1.3	9	1	-2	0.9	1.1	17	-13	0.6
CC(=O)Nc1cccc(-n2nnc(SCC(N)=O)n2)c1	2.4	-1	5	-4	1.5	0.5	0	-20	-0.6
COc1ccc(S(=O)(=O)Nc2nnc(Cc3ccc(OC)c(OC)c3)s2)cc1	-0.8	4	3	3	0.1	0.3	15	11	0.7

2 records drawn at random from the list so far:
SMILES	S1P4 ag	BaF3 parental	S1P4 antag	Ba/F3 V617F tox	PERK inh	TRPML3 agonist	EP2 modulator	Calpain2 inh	zfTRPN1 agonist
COc1ccc(S(=O)(=O)Nc2nnc(Cc3ccc(OC)c(OC)c3)s2)cc1	-0.8	4	3	3	0.1	0.3	15	11	0.7
CSc1ccc(S(=O)(=O)Nc2ccc3c4c(cccc24)CC3)cc1	0.8	2	-3	-4	0.8	0.5	-55	3	1.0

Filtered by structure: the compounds so far with fluorine
SMILES	S1P4 ag	BaF3 parental	S1P4 antag	Ba/F3 V617F tox	PERK inh	TRPML3 agonist	EP2 modulator	Calpain2 inh	zfTRPN1 agonist
O=C(NCc1cccnc1)c1c(F)c(F)c(F)c(F)c1F	-0.7	1	5	-4	-0.5	0.3	17	-22	-1.1
COc1ccccc1N1CCN(CCCCCCOc2ccc(F)cc2)CC1	1.8	5	0	2	-1.1	0.8	28	13	0.6

Later entries:
SMILES	S1P4 ag	BaF3 parental	S1P4 antag	Ba/F3 V617F tox	PERK inh	TRPML3 agonist	EP2 modulator	Calpain2 inh	zfTRPN1 agonist
CC1CN(C(=O)c2cccn(Cc3c(Cl)cccc3Cl)c2=O)CC(C)O1 (centres undefined)	-1.0	8	8	1	0.3	0.8	18	-18	1.1
Cn1nc(C(=O)NC(C)(C)C)c2ccccc21	0.3	9	-1	-1	0.8	0.4	-1	5	1.1
CCN1CCN(C(c2cc3cccc(C)c3[nH]c2=O)c2nnnn2Cc2ccccc2)CC1 (centres undefined)	-1.5	6	1	-3	0.3	0.8	-3	-22	1.5
CC(=O)Nc1ccc(-c2csc(NC(C)c3ccccc3)n2)cc1 (centres undefined)	3.3	5	-36	2	-0.6	0.7	-46	-56	0.7
CSCCNCc1c(C(=O)N2CCOCC2)nc2c(C)cccn12	-0.2	1	-5	-1	-1.1	0.4	9	-35	1.2
CC(C)(O)C#Cc1ccc(CN2CCN(Cc3ccsc3)C(CCO)C2)s1 (centres undefined)	1.8	8	-3	4	0.5	1.5	-5	-1	1.7
O=C(CSc1nnc(-c2ccncc2)n1Cc1ccccc1)NCCc1ccccc1	-2.0	3	-14	1	-0.8	0.7	-14	17	-0.7
COc1cc2nc(C3CCC3)nc(N3CCN(c4ccccn4)CC3)c2cc1OC	0.1	-1	-29	-3	0.2	-0.3	32	-40	-0.2
O=S(=O)(/N=S1/CC=CCN1S(=O)(=O)c1ccccc1)c1ccccc1 (centres undefined)	0.3	0	-23	0	0.3	1.9	-19	-4	0.5
CCn1c(SCC(=O)Nc2cc(OC)c(OC)c(OC)c2)nnc1-c1cccs1	0.0	3	3	-1	-0.8	-0.5	27	-5	1.9
O=C(CN1CCN(c2ccccc2F)CC1)NC(=O)NCc1ccccc1	-0.9	8	-12	2	-0.1	0.6	10	7	-0.5
CCOC(=O)c1c(N)n(C2CC(C)(C)NC(C)(C)C2)c2nc3ccccc3nc12	-0.5	0	-18	2	0.0	1.4	1	i	1.4
O=C(N/N=C/C1CC2C=CC1C2)c1ccccc1O (centres undefined)	0.7	-6	8	-1	-1.1	0.3	16	-10	1.6
COc1ccc(Cn2c(CCC(=O)Nc3ccc(C)cc3)nc3cccnc32)cc1	-0.8	4	-20	-2	-0.9	-0.8	15	-62	-0.6
CCOC(=O)C1CCCN(C(=O)c2ccco2)C1 (centres undefined)	-1.9	4	-1	-4	1.2	0.7	22	-2	0.2
Cc1nc2c3ccccc3nc(NNC(=O)CCC(=O)NCCC(C)C)n2n1	1.1	2	-11	-3	-0.2	-0.5	-10	11	-0.7
COc1cc(C)c(C)cc1S(=O)(=O)N1CCCCC1c1cccnc1 (centres undefined)	-0.5	-1	-8	-3	-0.1	-0.1	8	-13	-0.4
CCOC(=O)c1nn(-c2ccccc2)c(=O)cc1SC(C)CC (centres undefined)	0.4	2	-8	3	-0.8	-1.9	47	10	-0.7
CC(C)c1ccc2[nH]c3nc(SCC(=O)N4CCOCC4)nnc3c2c1	0.0	6	-1	0	1.0	1.1	-37	-14	1.8
CCN(CC)S(=O)(=O)c1ccc2c(c1)nc(CCC(=O)OCC(=O)Nc1c(F)cccc1F)n2C	-0.1	5	0	4	-1.0	0.3	-7	13	1.6
Cc1ccc2c(c1)N(CC(=O)OC(CC(C)C)C(=O)NC1CCCC1)C(=O)CO2 (centres undefined)	-0.5	8	3	4	-0.6	-0.2	29	-23	-0.6
COc1cc(S(=O)(=O)NC2CCCCC2C)ccc1Cl (centres undefined)	-0.5	-1	0	-3	1.5	3.2	4	31	-0.4
COc1ccc(OC)c(S(=O)(=O)NCc2cccnc2)c1	2.3	4	-14	-2	1.5	-0.1	14	12	0.4
O=C(c1cccc(F)c1)N1CCN(c2cccc(Cl)c2)CC1	3.2	6	-4	0	-0.6	-1.5	-24	-16	-2.0
O=C(O)CC1S/C(=N/N=C/c2ccc(Br)cc2)N(c2ccccc2)C1=O (centres undefined)	-0.4	11	-1	6	0.8	1.2	-11	47	0.8
Cc1c(C(=O)OCC(=O)c2c(N)n(CC(C)C)c(=O)n(C)c2=O)oc2ccccc12	0.4	4	-15	2	0.5	1.9	-8	-20	3.1
O=C(CCCc1ccccc1)Nc1cccc(C(=O)O)c1	1.9	9	20	0	1.2	1.3	4	-9	0.4
O=C(NCc1nnc(SCc2ccc(C(F)(F)F)cc2)n1-c1ccccc1)C12CC3CC(CC(C3)C1)C2	1.9	6	-11	0	0.8	1.0	23	6	-0.1
CCNc1nc2cccnc2s1	1.6	2	0	1	0.9	0.1	9	-11	0.1
C/C(=N\OCC(=O)Nc1ccc(F)c(F)c1F)c1cc2ccccc2o1	0.7	6	-1	-1	1.0	-0.8	0	11	-1.4
CCOC(=O)c1ccc(Oc2nc(NC)nc(Nc3ccccc3)n2)cc1	-2.4	5	-8	1	-1.3	0.3	-34	12	-0.8
COc1cc(S(=O)(=O)NC2CCCCC2C)ccc1-n1cnnn1 (centres undefined)	0.2	12	5	-3	0.5	0.2	-33	-2	5.3
Cc1cccnc1NC1(C(F)(F)F)N=C2SCCN2C1=O (centres undefined)	0.3	4	12	-2	1.0	0.8	-1	-12	0.6
COc1ccc(CNC(=O)C(C)Sc2ccc(C)cc2)cc1 (centres undefined)	-1.9	8	0	7	-0.2	-1.2	-15	28	-2.1
Oc1ccc(C2=Nn3c(nnc3-c3ccco3)SC2)cc1O	-1.7	12	-1	0	1.5	0.6	22	1	0.4
Cc1ccc2oc(=S)n(C)c2c1	1.2	4	-10	-3	0.2	0.5	-4	-7	2.0
COC(=O)c1sc2ccccc2c1-n1cccc1C(=O)C(=O)Nc1ccc(OC)cc1	1.1	-1	-2	-2	-0.8	-0.2	2	9	-1.1
COc1cc(/C=C2\SC(=O)NC2=O)ccc1Oc1cnccn1	3.5	5	3	5	1.0	0.7	13	7	-0.3
C/C(=N\NC(=O)c1ccccc1Br)c1ccc(N2CCOCC2)cc1	-0.2	-2	-8	-1	1.0	0.3	-10	15	0.2
COc1cc(/C=C2/SC(=S)N(C)C2=O)ccc1OC(=O)c1ccco1	-0.6	0	-9	1	1.5	1.7	-19	-2	5.8
